Screens: PubChem BioAssay, several laboratories
TNF death inh – inhibitors of TNF-alpha induced necroptosis in Jurkat FADD-/- cells; Jurkat FADD-/- TNF necroptosis rescue, ATP luminescence, 24 h; 0 = TNF only, 100 = no-TNF cells; AID 463075; 220,000 tested, 0.068% active; activation (protection from cell death), % at 10 µM;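 active means activation, meaning protection from cell death, of at least 50% relative to plate controls; inactive means activation below 50%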;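 further: necroptosis triggered by 40 ng/mL TNF-alpha added together with compound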
Wee1 degr inh – human Wee1 degradation inhibition, primary screen. P30291. HeLa Luc-Wee1K328M stability, luciferase luminescence; 100% = proteasome inhibitor MG132 effect. reporter increase, % at 5 µM. 220,000 tested, 1.2% active. AID 1321;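 active means activation above the mean of all tested compounds plus 3 SD, set per screening run, cut at about 8.8% in these data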;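 further: cells exposed to compound for 20 h before luminescence read; 0% = DMSO alone and 100% = MG132 at 30 µM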
Target sequence (P30291 whole entry K328M): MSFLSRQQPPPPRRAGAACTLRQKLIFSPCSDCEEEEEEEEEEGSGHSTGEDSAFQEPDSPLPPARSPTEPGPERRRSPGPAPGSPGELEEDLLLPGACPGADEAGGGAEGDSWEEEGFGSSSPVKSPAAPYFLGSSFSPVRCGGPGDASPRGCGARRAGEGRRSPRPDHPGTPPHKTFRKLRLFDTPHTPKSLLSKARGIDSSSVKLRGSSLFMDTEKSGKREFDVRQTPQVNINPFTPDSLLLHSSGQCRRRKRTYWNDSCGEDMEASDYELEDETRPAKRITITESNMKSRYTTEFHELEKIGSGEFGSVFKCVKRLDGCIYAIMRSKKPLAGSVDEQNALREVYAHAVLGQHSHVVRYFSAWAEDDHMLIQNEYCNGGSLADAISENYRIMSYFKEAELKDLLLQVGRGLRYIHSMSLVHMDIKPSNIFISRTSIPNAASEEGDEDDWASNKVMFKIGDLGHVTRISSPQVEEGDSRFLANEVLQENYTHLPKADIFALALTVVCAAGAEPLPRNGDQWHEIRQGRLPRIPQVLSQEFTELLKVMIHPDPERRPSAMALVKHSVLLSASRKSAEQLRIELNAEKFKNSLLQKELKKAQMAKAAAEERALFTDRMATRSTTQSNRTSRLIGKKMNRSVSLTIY
CHOP inh – inhibitors of CHOP induction in ER stress response | CHO-K1 CHOP-promoter luciferase, tunicamycin-induced, 15-18 h | inhibition, % at 10 µM | 220,000 tested, 3.8% active | AID 2732;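 active means compounds that reduced the stress-induced luciferase reporter signal by more than about 70% of percent inhibition, limit read from the data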;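 further: 0% = tunicamycin plus vehicle and 100% = wells without tunicamycin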
Ba/F3 V617F tox – loss of viability in JAK2V617F-driven Ba/F3 cells; 220,000 tested, 1.1% active; Ba/F3 EpoR-JAK2V617F viability, ATP luminescence; AID 1446; inhibition, % at 5.6 µM;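 active means inhibition above the campaign mean plus 3 SD over all tested compounds, cut at about 24% in these data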;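 further: cytokine-independent growth of Ba/F3 cells driven by EpoR plus mutant JAK2; 0% = DMSO-treated cells and 100% = JAK inhibitor I control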
TRPML3 agonist – human mucolipin-3 channel agonism. 220,000 tested, 0.29% active. activation, % at 3 µM. HEK293 TRPML3-YFP, Fluo-8 calcium fluorescence; 100% = the carbachol control signal. Q8TDD5;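 active means activation above its plate's cutoff, the mean activation of the plate's test wells plus 3 SD, cut at about 12% in these data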;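 further: 0% = DMSO only wells and 100% = carbachol wells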
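Test system – HEK293 line with stable expression of human TRPML3-YFP channel · Control set – carbachol 87 µM final as high control (100%), DMSO as low control (0%) · Signal – Fluo-8 calcium dye fluorescence, ex 470-495, em 515-575 nm · Incubation – 1-h 37 °C dye load, 5-s basal, 120-s post-compound reads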
PPC-1+TRAIL kill – compounds killing PPC-1 cancer cells with TRAIL present (potentiator screen, no TRAIL-free arm); 220,000 tested, 0.41% active; cell killing (% activity), % at 4 µM; PPC-1 cells + TRAIL, ATPLite viability luminescence;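 active means cell killing above 50% in the first pass at 4 µM, then a duplicate retest at 5 µM averaging 50% or more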;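 further: plate controls were cells with TRAIL plus DMSO for no effect and medium-only wells lacking cells for full effect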
BaF3 parental – parental Ba/F3 viability inhibition as JAK2V617F counter-screen | CellTiter-Glo ATP luminescence | inhibition, % at 5.6 µM | 220,000 tested, 1.1% active;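 active means inhibition above a per-campaign cutoff, the mean inhibition of all tested compounds plus 3 SD, cut at about 27% in these data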;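 further: 0% = DMSO wells and 100% = JAK Inhibitor I control wells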
RBBP9 inhibitor – blocks human serine hydrolase RBBP9. recombinant RBBP9, FP-Rh probe fluorescence polarization. 220,000 tested, 0.2% active. O75884. inhibition, % at 7.94 µM;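 active means inhibition above the campaign mean of all tested compounds plus 3 SD, cut at about 14% in these data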;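 further: plate controls were DMSO wells with RBBP9 for no effect and wells lacking RBBP9 protein for full effect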
Target sequence (O75884 whole entry, looked up): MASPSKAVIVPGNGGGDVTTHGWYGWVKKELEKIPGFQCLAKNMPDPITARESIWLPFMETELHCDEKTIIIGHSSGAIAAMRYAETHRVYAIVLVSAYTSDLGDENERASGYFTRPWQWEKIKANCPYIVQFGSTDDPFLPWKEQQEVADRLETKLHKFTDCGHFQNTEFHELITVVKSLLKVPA
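Measured by: FP readout at 525/598 nm; material: recombinant human RBBP9; also added: Serine-hydrolase probe FP-Rh, 375 nM pre-mixing; medium: Tris buffer pH 8.0, NaCl, Pluronic; replication: one well per compound; doses: one concentration, 7.94 µM nominal, 0.794% DMSO; timing: preincubation 30 min plus labeling 45 min at 25 °C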
TRPN1 ag – activates the zebrafish TRPN1 channel; 220,000 tested, 0.18% active; HEK293 zebrafish TRPN1-YFP, Fluo-8 calcium fluorescence; 100% = response to 87 µM carbachol; AID 1424; activation, % at 3 µM;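 active means activation above its plate's cutoff, the mean activation of test wells on that plate plus 3 SD, cut at about 19% in these data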;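 further: 0% = DMSO alone and 100% = 87 µM carbachol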
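Assay system: Zebrafish TRPN1-YFP in HEK293 cells | Incubation: Dye loading 1 h at 37 °C, then 30 min room temperature | Measured by: Kinetic Fluo-8 fluorescence, ex 470-495, em 515-575 nm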
Starred values were filed as active, the others as inactive; . = not tested or not shown; [ ] = remark or other dose.

Start of the listing, in advance (4 entries):
SMILES	TNF death inh	Wee1 degr inh	CHOP inh	Ba/F3 V617F tox	TRPML3 agonist	PPC-1+TRAIL kill	BaF3 parental	RBBP9 inhibitor	TRPN1 ag
O=C(Nc1ccccc1)OCCCc1ccccc1	2.5	-2	25	2	-0.6	29	0	-5	-0.8
COc1ccc(NC(=O)c2ncn[nH]2)cc1	-1.4	-1	-9	-1	0.9	15	2	-9	0.6
COc1ccccc1/C=C/CN1CCN(Cc2ccc(F)cc2)C(CCO)C1 (configuration not stated)	2.9	1	33	1	1.1	13	4	-7	0.2
COC(=O)c1[nH]c2ccc(Cl)cc2c1NC(=O)CCN1CCN(C2CCCCC2)CC1	-2.6	-2	29	4	-0.2	13	5	-2	1.5

This part in full, repeating the preview:
SMILES	TNF death inh	Wee1 degr inh	CHOP inh	Ba/F3 V617F tox	TRPML3 agonist	PPC-1+TRAIL kill	BaF3 parental	RBBP9 inhibitor	TRPN1 ag
O=C(Nc1ccccc1)OCCCc1ccccc1	2.5	-2	25	2	-0.6	29	0	-5	-0.8
COc1ccc(NC(=O)c2ncn[nH]2)cc1	-1.4	-1	-9	-1	0.9	15	2	-9	0.6
COc1ccccc1/C=C/CN1CCN(Cc2ccc(F)cc2)C(CCO)C1 (configuration not stated)	2.9	1	33	1	1.1	13	4	-7	0.2
COC(=O)c1[nH]c2ccc(Cl)cc2c1NC(=O)CCN1CCN(C2CCCCC2)CC1	-2.6	-2	29	4	-0.2	13	5	-2	1.5
COc1ccc(CN(C(=O)CCC(=O)N2CCCCC2)c2nccs2)cc1OC	0.4	2	39	0	0.9	5	8	-5	-1.8
CCOc1ccc(-c2nnc(SCC(=O)N(CC)CC)n2N)cc1	0.2	5	-26	-4	0.3	4	1	-4	0.1
CC1CCCCC1NC(=O)c1cn(C)c2ccc(S(=O)(=O)N3CCCC3)cc2c1=O (configuration not stated)	2.0	2	23	0	0.9	19	5	-1	0.8
O=[N+]([O-])c1ccc(/C=N/Nc2nc(N3CCCCCC3)nc(N3CCCCCC3)n2)o1	-1.6	4	19	0	0.6	13	4	-1	0.9
CCc1ccc(-c2cc(-c3n[nH]c(=S)n3CC)c3ccccc3n2)cc1	-0.2	2	15	-2	-0.5	44	1	-1	-1.2
COc1ccc(OC)c(NC(=O)c2cc3ccccc3o2)c1	0.0	1	30	-3	-0.7	-9	4	-7	-0.4
O=C(CCS(=O)(=O)c1ccc(Br)cc1)N1CCN(c2ccccc2Cl)CC1	-0.1	2	50	-2	-0.7	8	2	-3	-0.8
CN(Cc1ccccc1)C(=O)c1cccc(N2C(=O)NC3CC2(C)Oc2ccccc23)c1 (configuration not stated)	-3.5	-2	21	-1	-0.3	4	6	-3	2.3
O=[N+]([O-])c1cc(Cl)ccc1N1CCOCC1	-1.1	-3	-14	1	0.6	-14	10	-2	1.1
CCC1Sc2ccccc2N(CC(=O)NC2CC2)C1=O (configuration not stated)	0.4	-3	-8	-2	0.9	4	0	3	1.5
COC(=O)CSc1nc(NC(C)(C)C)nc(N(C)C)n1	0.2	4	-7	-1	-0.2	14	0	-12	-1.4
COc1ccc(OC)c(Nc2nc3ccccc3n3cnnc23)c1	-17	7	25	1	0.9	25	-2	-7	3.1
O=C(O)CC1CCS(=O)(=O)C1 (configuration not stated)	0.2	-1	-1	3	1.2	18	3	0	1.4
CSCCNC(=O)c1ccc(OC2CCN(CCc3ccccc3)CC2)cc1	2.5	5	-16	1	0.8	7	6	4	0.9
CCCCCCCCCCn1c2c(c(=N)c3c1CCC3)CCC2	-24	-2	104*	99*	0.1	56*[5 µM]	96*	-3	-0.5
CCC(CCC(=O)Nc1ccn(-c2ccccc2)n1)C(=O)O (configuration not stated)	2.4	0	-5	-1	0.3	6	7	4	1.9
Cc1ccc(NC(=O)CSc2nc3ccccc3c(=O)n2CCCC(=O)NCCCN2CCOCC2)cc1C	5.4	5	-9	0	1.2	2	5	-3	-0.1
O=C(CCl)Nc1cc2[nH]c(=O)[nH]c2cc1Br	0.1	0	-67	-1	0.6	9	-4	-7	0.3
CCCN(CCC)CCCOC(=O)c1ccc(Cl)cc1Cl	1.3	2	-5	-2	1.4	4	4	6	-1.0
Cc1sc(NC(=S)NC(=O)c2cccs2)nc1-c1ccc(C(C)C)cc1	-2.4	1	62	-2	-0.3	17	1	-4	-0.1
CSc1ncc(S(=O)(=O)c2ccccc2)c(=O)[nH]1	-0.9	2	5	1	1.3	10	10	-3	1.8
CCOC(=O)CSC1=C(C#N)C(c2ccc(C)o2)CC(=O)N1 (configuration not stated)	-17	-3	.	74*	1.2	-18	79*	-4	0.7
O=c1cc(-c2ccccc2)nc(SCc2ccc(Cl)cc2)[nH]1	-1.5	-2	-9	-2	0.5	20	0	5	0.6
CCN(CC)C(=O)C1=C(C)Nc2nnnn2C1c1cccnc1 (configuration not stated)	0.4	6	2	-5	-0.5	-5	2	3	0.1
O=C(Nc1ccc2c(c1)oc1ccc(S(=O)(=O)N3CCCC3)cc12)C1CC1	1.9	6	-10	3	2.4	21	8	-6	3.0
O=C(CCN1C(=O)c2cccc3cccc(c23)C1=O)N1CCN(Cc2ccc3c(c2)OCO3)CC1	-2.2	2	35	3	0.6	-14	-1	-4	0.4
CC1=C(C(=O)OC2CCCC2)C(c2ccc(C)o2)C2=C(CC(c3cccs3)CC2=O)N1 (configuration not stated)	-0.2	3	61	1	-0.1	6	-3	-11	-1.4
O=C(Cc1nn[nH]n1)NCc1ccccc1Cl	0.9	-3	-14	1	0.1	-30	5	-6	0.6
CC(C)c1ccccc1NC(=O)COC(=O)c1c2c(nc3ccccc13)CCN(Cc1ccccc1)C2	0.7	9.5*	3	4	-0.4	24	7	-4	-1.0
COc1ccc(/C=N/NC(=O)CN2CCSCC2)cc1C	1.6	0	-16	1	0.5	21	6	-3	-0.8
CN1CCN(c2ccc(CNS(=O)(=O)c3ccsc3)cc2)CC1	2.0	-3	5	-6	0.9	7	2	0	-0.6
CC(C)n1c(CN2CCN(C)CC2)nc2c1c(=O)n(C)c(=O)n2C	-1.1	0	.	4	1.0	.	-1	-2	1.9
CCOC(=O)C(=CNc1cscc1S(=O)(=O)C(C)C)C(=O)OCC	-1.1	-3	3	-3	-0.2	-4	2	2	0.9
Cc1ccc(S(=O)(=O)c2c(C)cc(C)nc2N2CCCC2)cc1	-0.6	0	10	2	0.3	8	2	-3	-3.2
COC(=O)c1c(-c2ccc(C)cc2)csc1NC(=O)Cc1ccc(OC)c(OC)c1	-2.1	-3	55	-2	0.1	27	2	-4	0.2
CC(=O)N(c1ccccc1C)S(=O)(=O)c1ccc(Cl)cc1	0.2	1	20	-2	-0.2	19	6	-3	-1.8
CC1(C)CC(=O)c2cnc3c(C#N)cnn3c2C1	-0.3	2	12	-1	0.2	-5	1	-3	0.6
C=CCNc1nc(Nc2ccc([N+](=O)[O-])cc2)nc(OCC)n1	1.5	-2	44	4	1.0	1	3	-15	1.2
Cc1cc2cc(CN3C(=O)c4ccccc4C3=O)ccc2n1C	0.8	3	11	0	0.5	4	6	-4	1.2
O=C(CCSCCc1ccccn1)Nc1c(F)cc(F)cc1Br	0.7	3	32	-1	0.4	13	3	-6	0.2
Cn1nc(C(=O)NCc2ccccn2)c2ccccc2c1=O	-0.9	0	-3	0	0.4	.	1	-8	1.2
COc1cc2c(C#N)c(N3CCN(c4ccccc4OC)CC3)nc(N)c2c(N)n1	-9.9	1	65	-1	5.1	3	6	-9	5.2
COc1cccc(NC(=O)c2cc(C(=O)Nc3cccc(OC)c3)n(C)n2)c1	2.0	0	32	-2	0.3	-2	1	-10	2.0
CCn1c(SCc2nc3ccccc3c(=O)[nH]2)nnc1-c1ccncc1	0.9	2	-3	0	0.7	5	6	-4	1.4
CC/C=C\[C@H](O)[C@H](O)C1=C(C)C(=O)[C@]2(O1)C(=O)N[C@@](OC)(C(=O)c1ccccc1)C2O (some centres not stated)	-0.1	-2	6	1	0.1	13	-10	-10	-1.1
O=S(=O)(NC1=NCCC1)c1cccc(NC(=S)NCCc2ccccc2)c1	0.1	1	16	-2	0.4	15	6	-8	-0.4
(next part)
SMILES	TNF death inh	Wee1 degr inh	CHOP inh	Ba/F3 V617F tox	TRPML3 agonist	PPC-1+TRAIL kill	BaF3 parental	RBBP9 inhibitor	TRPN1 ag
CCn1nc(NC(=O)c2ccncc2)c2cc3cccc(C)c3nc21	-1.2	-1	56	0	-0.7	12	5	1	0.3
COc1cc2c(cc1NC(=S)Nc1cccc(C)c1)oc1ccccc12	0.1	3	35	0	-0.4	-2	3	1	-1.4
O=C(Nc1ccccc1C(=O)NC(Cc1ccccc1)C(=O)NC1CCCCC1)c1ccccc1 (configuration not stated)	2.7	2	60	-2	-0.4	-4	1	-7	-1.4
O=C(c1ccc(F)cc1)n1ccc(-c2cnc(-c3ccccc3)s2)n1	5.8	15*	48	-5	0.2	36	1	-1	0.4
CC(C)CNC(=O)COC(=O)c1ccccc1OCC(=O)Nc1ccc(Br)cc1	0.6	-1	13	-1	0.9	9	4	-4	-0.5
CCOC(=O)C(NCc1ccco1)(NC(=O)c1ccccc1)C(F)(F)F (configuration not stated)	-0.7	3	-1	0	0.5	16	4	-4	1.0
CN(C)C(=O)CCN1CCOCC1	0.2	1	-6	-4	0.9	6	-3	-10	0.3
O=C1NCCN1C(=O)c1ccccc1F	-0.2	2	-3	-2	0.5	4	7	-4	2.1
Cn1c(=O)cc(SCC(=O)NCc2ccc(F)cc2)c2ccccc21	-4.4	1	2	-3	-0.1	14	-2	2	-0.6
CCn1c(C(O)c2ccccc2)nc2ccccc21 (configuration not stated)	1.6	0	4	-2	-0.9	5	-4	-10	-0.7
COC(=O)CSc1nc(-c2ccccc2)nc2ccc(F)cc12	-0.4	0	22	-3	0.2	-19	5	9	1.3
COc1ccc(CCNC(=O)COc2nncc3ccccc23)cc1	0.0	-1	3	-2	0.0	-8	2	2	0.0
COc1ccc(CCNC(=O)c2cccs2)cc1OC	0.3	-2	8	0	0.1	13	3	-7	-0.3
CCC(C)(C(=O)NC1CCCCC1)N(Cc1cccs1)C(=O)c1ccc(=O)[nH]c1 (configuration not stated)	0.0	1	-9	-1	-0.1	28	6	1	0.2
CN(CC(O)COCc1ccccc1F)C1CCCCC1 (configuration not stated)	1.8	-3	10	-1	1.3	9	-3	7	1.9
Cc1ccc2nc(-c3ccc(NC(=S)NC4CC(C)(C)NC(C)(C)C4)cc3)sc2c1	-14	20*	59	2	5.7	16	10	-5	5.9
O=Cc1c(N2CCN(c3ccccc3)CC2)nc2ccccn2c1=O	-2.8	2	3	3	0.7	4	10	-6	0.8
